Source: PubChem (Broad Institute)
NSD2 inh: NSD2 (human) methyltransferase inhibition | O96028 | 0.07% of 44,000 active | NSD2-SET H3K36me1 DELFIA fluorescence, biochemical | inhibition, % at 12.5 µM | AID 624260; in the data active means inhibition above about 54%, passing the limit was not always enough;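 further: inhibitors reduce the monomethyl H3K36 fluorescence signal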
Target sequence (O96028 whole entry, looked up): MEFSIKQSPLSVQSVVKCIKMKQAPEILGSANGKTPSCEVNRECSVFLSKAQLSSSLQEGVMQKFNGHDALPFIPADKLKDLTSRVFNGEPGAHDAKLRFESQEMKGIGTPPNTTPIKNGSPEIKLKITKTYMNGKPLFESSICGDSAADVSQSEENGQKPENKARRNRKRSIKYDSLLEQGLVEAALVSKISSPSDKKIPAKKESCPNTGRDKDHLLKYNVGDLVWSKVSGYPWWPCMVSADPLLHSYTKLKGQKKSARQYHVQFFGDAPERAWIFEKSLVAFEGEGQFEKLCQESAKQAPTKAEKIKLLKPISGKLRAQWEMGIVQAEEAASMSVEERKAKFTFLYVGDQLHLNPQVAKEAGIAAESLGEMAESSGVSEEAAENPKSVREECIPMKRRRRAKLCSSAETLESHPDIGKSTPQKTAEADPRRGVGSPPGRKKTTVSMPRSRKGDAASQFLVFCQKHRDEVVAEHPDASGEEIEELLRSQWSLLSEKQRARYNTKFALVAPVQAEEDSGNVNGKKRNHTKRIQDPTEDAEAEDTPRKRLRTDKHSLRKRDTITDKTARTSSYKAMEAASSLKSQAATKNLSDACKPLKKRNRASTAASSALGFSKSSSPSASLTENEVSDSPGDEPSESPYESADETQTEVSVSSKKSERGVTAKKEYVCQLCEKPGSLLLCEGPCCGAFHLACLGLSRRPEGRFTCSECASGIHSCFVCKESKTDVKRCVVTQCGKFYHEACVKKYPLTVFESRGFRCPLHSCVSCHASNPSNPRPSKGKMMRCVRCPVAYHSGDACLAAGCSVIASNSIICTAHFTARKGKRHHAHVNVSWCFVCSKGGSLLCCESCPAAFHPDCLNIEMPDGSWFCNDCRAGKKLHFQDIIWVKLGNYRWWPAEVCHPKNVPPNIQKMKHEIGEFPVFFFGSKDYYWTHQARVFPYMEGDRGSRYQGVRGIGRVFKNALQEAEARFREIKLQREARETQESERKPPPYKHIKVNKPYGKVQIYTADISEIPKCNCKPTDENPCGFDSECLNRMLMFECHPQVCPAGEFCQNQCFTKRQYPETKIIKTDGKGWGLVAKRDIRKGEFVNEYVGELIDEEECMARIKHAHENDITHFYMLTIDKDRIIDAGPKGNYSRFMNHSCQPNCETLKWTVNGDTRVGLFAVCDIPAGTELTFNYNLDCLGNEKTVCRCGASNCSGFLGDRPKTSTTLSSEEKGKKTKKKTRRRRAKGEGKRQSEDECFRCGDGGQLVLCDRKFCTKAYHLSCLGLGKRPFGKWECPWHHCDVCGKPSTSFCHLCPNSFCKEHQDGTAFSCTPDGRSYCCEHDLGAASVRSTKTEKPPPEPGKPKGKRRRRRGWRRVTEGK
The depositor's hits bear a star; & = joins results of further samples.

SMILES	NSD2 inh
CO[C@H](C)C(O)(C(=O)OCC1=CCN2CC[C@H](O)[C@@H]12)C(C)C (some centres not stated)	-1
CCOP(=S)(OCC)SCn1c(=O)oc2cc(Cl)ccc21	-5
CCNC(=O)C1OC(n2cnc3c(N)ncnc32)C(O)C1O (configuration not stated)	0
CC(=O)c1c(C)n(Cc2ccccc2)c2c(Cl)c(Cl)c(Cl)c(OCC(=O)O)c12	-2
CN(C(=O)Cc1ccc(Cl)c(Cl)c1)[C@H](CN1CCCC1)c1ccccc1	2
CCCN(CCC)CCc1ccc(O)c(O)c1	-8
C=C1C([C@]2(C)C(CC(=O)OC)[C@@](C)(COC(C)=O)OC(=O)C[C@@H]2OC(C)=O)[C@@H](OC=O)[C@H](OC(=O)C(OC(C)=O)C(C)CC)[C@@]2(C)[C@H](c3ccoc3)CC(=O)C12O (some centres not stated)	1
O=c1[nH]c2ccccc2n1C1CCN(CCCC(c2ccc(F)cc2)c2ccc(F)cc2)CC1	19
O=C(O)C1=CCCN(CCOC(c2ccc(C(F)(F)F)cc2)c2ccc(C(F)(F)F)cc2)C1	-6
COc1ccc(OC(=O)N(C)C[C@H]2OCc3cnnn3CCCC(=O)N([C@@H](C)CO)C[C@@H]2C)cc1	3
c1ccc2c(N3CCNCC3)cccc2c1	5
CCC(=O)O[C@H]1CC[C@H]2[C@@H]3CCC4=CC(=O)CC[C@]4(C)[C@H]3CC[C@]12C	3
C[C@@H]1CN([C@@H](C)CO)C(=O)CCCn2nncc2CO[C@H]1CN(C)C(=O)Oc1ccc2ccccc2c1	2
C=CCC1(C(C)CCC)C(=O)NC(=S)NC1=O (configuration not stated)	-3
OC(Cc1ccncc1)C(Cl)(Cl)Cl (configuration not stated)	-3
c1ccc2c(c1)cc1ccc3cccc4ccc2c1c34	-6
CC(C)N(C(=O)SCC(Cl)=C(Cl)Cl)C(C)C	1
CC1(C)CCC[C@]2(C)c3cc(O)c(O)cc3C(=O)CC12 (some centres not stated)	-2
CCCCOC(=O)c1ccccc1C(=O)OCc1ccccc1	3
COc1cc(C(=O)O[C@H]2[C@@H]3C=CO[C@@H](O[C@@H]4O[C@H](CO)[C@@H](O)[C@H](O)[C@H]4O)[C@@H]3[C@@]3(CO)O[C@@H]23)ccc1O	1
COc1ccc(CNC(=O)/C=C/c2ccc3[nH]cc(CCN(C)C)c3c2)cc1	8
CO[C@H]1C=C2CCN(C)[C@H]2C2c3cc4c(cc3C(=O)O[C@@H]21)OCO4 (some centres not stated)	-4
CCCCC/C=C\C/C=C\C/C=C\CCCCCCC(=O)NCCO	-6
C=CC(C)(C)[C@@]12C[C@H]3C(=O)N/C(=C\c4cnc[nH]4)C(=O)N3[C@@H]1Nc1ccccc12	1
COc1ccc(OC(=O)N(C)C[C@@H]2OCc3cnnn3CCCC(=O)N([C@@H](C)CO)C[C@@H]2C)cc1	27
COC1CC(OC2CCC3(C)C(CCC4(O)C3CC(OC(=O)c3ccccc3)C3(C)C(O)(C(C)=O)CCC43O)C2)OC(C)C1OC1CC(OC)C(OC2OC(C)C(O)C(OC)C2O)C(C)O1 (configuration not stated)	-3
C=CCN1CC[C@]23c4c5ccc(O)c4O[C@H]2C(=O)CC[C@@]3(O)[C@H]1C5	-4
CN1C(=O)CN=C(c2ccccc2)c2cc(Cl)ccc21	0
COc1ccc2[nH]c3c(c2c1)CCN=C3C	8
C(#CCN1CCCC1)CN1CCCC1	-3
C[C@@H]1CN([C@@H](C)CO)C(=O)CCCn2cc(nn2)CO[C@@H]1CN(C)C(=O)Oc1ccc2ccccc2c1	-5
COc1cc(C(=O)OC2C[C@H]3CC[C@@H](C2)N3C)ccc1O (some centres not stated)	-2
CC(C)(Cc1c[nH]c2ccc(Cl)cc12)NCCOc1ccccc1OCC1CC1	27
C[C@H]1CN([C@@H](C)CO)C(=O)CCCn2cc(nn2)CO[C@H]1CN(C)C(=O)Oc1ccc2ccccc2c1	7
COc1cc2c3cc1Oc1cc(ccc1O)C[C@@H]1c4c(cc(OC)c(O)c4Oc4cccc(c4)C[C@@H]3N(C)CC2)CC[N+]1(C)C	1
C[C@]12C=CC(=O)C=C1CC[C@@H]1C2CC[C@]2(C)C(=O)CCC12 (some centres not stated)	11
CC(C)N1C(=O)c2ccccc2NS1(=O)=O	-1
CCCN(C/C=C/I)C1CCc2ccc(O)cc2C1 (configuration not stated)	-2&-6
C=C1C(=O)O[C@@H]2[C@H]3C(=C)[C@@H](O)C[C@H]3C(=C)C[C@@H](O)[C@@H]12	5
COc1ccc(C(=O)c2c(C)n(CCN3CCOCC3)c3cc(I)ccc23)cc1	2
COc1ccc2[nH]cc(CCN)c2c1	3
C=CC(C)(C)[C@]12C=C(OC)C(=O)N3/C(=C/c4cnc[nH]4)C(=O)N[C@@]31N(OC)c1ccccc12	-7
C[C@H](CO)N1C[C@H](C)[C@H](CN(C)C(=O)Oc2ccc3ccccc3c2)OCc2cn(nn2)CCCC1=O	2
CCOC(=O)CN1C(=O)CC(C[C@@H](O)C2C[C@@H](C)C[C@H](C)C2=O)CC1=O (some centres not stated)	0
NC(=NCc1ccc(Cl)cc1)SCCCc1cnc[nH]1	1
COc1ccc2c3c4n(c2c1)[C@@H](C=C(C)C)OOC(C)(C)C[C@@H]4N1C(=O)[C@@H]2CCCN2C(=O)[C@]1(O)[C@H]3OCC=C(C)C	-3
COc1ccc2[nH]cc(CCNCc3ccc(Br)cc3)c2c1	9
Ic1cncc(OC[C@@H]2CCN2)c1	-2
COC1=C[C@@H]2[C@@H]3Cc4ccc(OC)c(O)c4[C@]2(CCN3C)CC1=O	2
CCN1C[C@]2(COC)CC[C@H](O)[C@]34C1[C@H](C[C@H]23)[C@@]1(O)C[C@H](OC)[C@H]2C[C@@H]4[C@@H]1[C@H]2OC(C)=O	0

Next part:
SMILES	NSD2 inh
COc1ccc(-n2nc(C(F)(F)F)cc2-c2ccc(Cl)cc2)cc1	19
CCCCCOc1c(OC)ccc2cc(C(=O)NCc3ccc4c(c3)OCO4)c(=O)[nH]c12	-5
CC(C)(C)NC[C@H](O)COc1cccc2[nH]c(C#N)cc12	9
C/C=C(/C)C(=O)O[C@H]1C(C)=C2[C@H]([C@@H]1OC(=O)CCCCCCC)[C@@](C)(OC(C)=O)C[C@H](OC(=O)CCC)[C@@]1(O)[C@H]2OC(=O)[C@@]1(C)O	-10
O=c1ccc2cc(OC3O[C@H](CO)[C@@H](O)[C@H](O)[C@H]3O)c(O)cc2o1 (some centres not stated)	4
CCOC(=O)c1[nH]c2ccc(OC)cc2c1C(SCC(=O)O)c1ccc(C(F)(F)F)cc1 (configuration not stated)	-7
CC(C)c1cc2c(cc1O)[C@@]1(C)C[C@@H](O)CC(C)(CO)C1CC2 (some centres not stated)	-7
Cc1ccc(C[N+](C)(C)C)o1	0
C=C1C/C(=C/C)C(=O)O[C@@H]2CCN3CC=C(COC(=O)[C@]1(C)O)[C@H]23	-3
CCC(CO)(C(=O)OC1CC2CCC(C1)N2C)c1ccccc1 (configuration not stated)	-4
CCOP(=S)(OCC)Oc1ccc2c(C)c(Cl)c(=O)oc2c1	6
CC(C)(C)C(=O)C(Oc1ccc(Cl)cc1)n1cncn1 (configuration not stated)	0
Cc1nc(N)sc1CCN	12
CC1=C(C(=O)Nc2ccccc2)SCCO1	-9
CC(C)C(O)(C(=O)OCC1=CCN2CCC(O)C12)C(C)O (configuration not stated)	-4
C=C(C)[C@H]1O[C@H]2CC[C@@]3(C)[C@@](O)(CC[C@H]4[C@@H]5OC(C)(C)[C@H]6C[C@@H]7C(=C)Cc8c(Cl)cc9[nH]c(c5c9c8[C@@]76O)[C@@]43C)[C@]23O[C@@H]3[C@H]1O	-4
CN1C(=O)c2ccccc2NC(=O)C1Cc1ccccc1 (configuration not stated)	2
CCN1CC2(COC)CCC(O)C34C5CC6C(OC)CC(O)(C5C6O)C(C(OC)C23)C14 (configuration not stated)	-7
CC[C@@H](CO)NC(=O)[C@@H]1C=C2c3cccc4c3c(cn4C)C[C@H]2N(C)C1	2
CCCN(CCC)C1CCc2ccc(O)cc2C1 (configuration not stated)	-7

A draw from above in order of count of non-hydrogen atoms, high to low:
SMILES	NSD2 inh
COC1CC(OC2CCC3(C)C(CCC4(O)C3CC(OC(=O)c3ccccc3)C3(C)C(O)(C(C)=O)CCC43O)C2)OC(C)C1OC1CC(OC)C(OC2OC(C)C(O)C(OC)C2O)C(C)O1 (configuration not stated)	-3
C=C1C([C@]2(C)C(CC(=O)OC)[C@@](C)(COC(C)=O)OC(=O)C[C@@H]2OC(C)=O)[C@@H](OC=O)[C@H](OC(=O)C(OC(C)=O)C(C)CC)[C@@]2(C)[C@H](c3ccoc3)CC(=O)C12O (some centres not stated)	1
C/C=C(/C)C(=O)O[C@H]1C(C)=C2[C@H]([C@@H]1OC(=O)CCCCCCC)[C@@](C)(OC(C)=O)C[C@H](OC(=O)CCC)[C@@]1(O)[C@H]2OC(=O)[C@@]1(C)O	-10
C=C(C)[C@H]1O[C@H]2CC[C@@]3(C)[C@@](O)(CC[C@H]4[C@@H]5OC(C)(C)[C@H]6C[C@@H]7C(=C)Cc8c(Cl)cc9[nH]c(c5c9c8[C@@]76O)[C@@]43C)[C@]23O[C@@H]3[C@H]1O	-4
COc1ccc2c3c4n(c2c1)[C@@H](C=C(C)C)OOC(C)(C)C[C@@H]4N1C(=O)[C@@H]2CCCN2C(=O)[C@]1(O)[C@H]3OCC=C(C)C	-3
C[C@@H]1CN([C@@H](C)CO)C(=O)CCCn2nncc2CO[C@H]1CN(C)C(=O)Oc1ccc2ccccc2c1	2
COc1cc(C(=O)O[C@H]2[C@@H]3C=CO[C@@H](O[C@@H]4O[C@H](CO)[C@@H](O)[C@H](O)[C@H]4O)[C@@H]3[C@@]3(CO)O[C@@H]23)ccc1O	1
COc1ccc(OC(=O)N(C)C[C@@H]2OCc3cnnn3CCCC(=O)N([C@@H](C)CO)C[C@@H]2C)cc1	27
O=c1[nH]c2ccccc2n1C1CCN(CCCC(c2ccc(F)cc2)c2ccc(F)cc2)CC1	19
C=CC(C)(C)[C@]12C=C(OC)C(=O)N3/C(=C/c4cnc[nH]4)C(=O)N[C@@]31N(OC)c1ccccc12	-7
CCOC(=O)c1[nH]c2ccc(OC)cc2c1C(SCC(=O)O)c1ccc(C(F)(F)F)cc1 (configuration not stated)	-7
CC(C)(Cc1c[nH]c2ccc(Cl)cc12)NCCOc1ccccc1OCC1CC1	27
CC(=O)c1c(C)n(Cc2ccccc2)c2c(Cl)c(Cl)c(Cl)c(OCC(=O)O)c12	-2
CCOC(=O)CN1C(=O)CC(C[C@@H](O)C2C[C@@H](C)C[C@H](C)C2=O)CC1=O (some centres not stated)	0
CCCCC/C=C\C/C=C\C/C=C\CCCCCCC(=O)NCCO	-6
COc1ccc(-n2nc(C(F)(F)F)cc2-c2ccc(Cl)cc2)cc1	19
CC(C)c1cc2c(cc1O)[C@@]1(C)C[C@@H](O)CC(C)(CO)C1CC2 (some centres not stated)	-7
CCOP(=S)(OCC)Oc1ccc2c(C)c(Cl)c(=O)oc2c1	6
CN1C(=O)c2ccccc2NC(=O)C1Cc1ccccc1 (configuration not stated)	2
CC(C)(C)C(=O)C(Oc1ccc(Cl)cc1)n1cncn1 (configuration not stated)	0
CCCN(C/C=C/I)C1CCc2ccc(O)cc2C1 (configuration not stated)	-2&-6
CCCN(CCC)C1CCc2ccc(O)cc2C1 (configuration not stated)	-7
CCCN(CCC)CCc1ccc(O)c(O)c1	-8
CC(C)N1C(=O)c2ccccc2NS1(=O)=O	-1
C(#CCN1CCCC1)CN1CCCC1	-3
OC(Cc1ccncc1)C(Cl)(Cl)Cl (configuration not stated)	-3
Cc1ccc(C[N+](C)(C)C)o1	0
Cc1nc(N)sc1CCN	12

Continuation:
SMILES	NSD2 inh
N#CC(C#N)=Cc1ccc(O)c(O)c1	2
O=C1CC=C2C3CC4N(CCC45c4ccccc4N1C25)C/C3=C/CO (configuration not stated)	7
C=CCN1CCC23c4c5ccc(O)c4OC2/C(=N\NC(=O)c2ccccc2)CCC3(O)C1C5 (configuration not stated)	5
c1ccc(C2CC2)c(OCC2=NCCN2)c1	0
O=C(N[C@H]1CN2CCC1CC2)c1ccc(Cl)cc1	3
CCNc1nc(Cl)nc(NCC)n1	-1
C[C@]12CCC(=O)C=C1CC[C@@H]1C2CC[C@]2(C)C(=O)CCC12 (some centres not stated)	7
Clc1cccc(Cl)c1NC1=NCCS1	0
C[C@]1(C(=O)O)CCC[C@]2(C)c3cc(O)ccc3CC[C@@H]12	3
CNCC(O)c1ccc(O)c(OC)c1 (configuration not stated)	23
CC=C1CN2C3CC1C1(C(=O)OC)C2CC2(c4ccccc4N(C)C32)C1O (configuration not stated)	-7
CN1C(=O)COc2c(C(=O)NC3CN4CCC3CC4)cc(Cl)cc21 (configuration not stated)	-5
C/C=C(/C)C(=O)OC1CCN2CC=C(COC(=O)C(O)(C(C)O)C(C)(C)O)C12 (configuration not stated)	-3

Grouped by structure, the compounds so far containing a tert-butyl group (2)
SMILES	NSD2 inh
CC(C)(C)NC[C@H](O)COc1cccc2[nH]c(C#N)cc12	9
CC(C)(C)C(=O)C(Oc1ccc(Cl)cc1)n1cncn1 (configuration not stated)	0

A portion of the library; rates above refer to the full screens.
